Screening data deposited in PubChem BioAssay by National Center for Advancing Translational Sciences (NCATS).
HT1080 IDH1KD tx: kills HT-1080 cells with IDH1 knockdown. HT-1080 IDH1 knockdown viability, ATP luminescence, 48 h. Potency, µM (highest dose often 46.1 µM), for inactives: at the highest dose activity, negative = toxicity, most hits filed as cytotoxic. 360,000 compounds, 2% hits. AID 686971;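 note: potency is the fitted concentration of half-maximal effect; 0% = DMSO wells and -100% = cell-free medium wells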
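HT-1080-IDH1KD cells (IDH1 knocked down), 750/well in RPMI with 5% FBS, treated with compound 48 h at 37 degrees C. Viability by CellTiter-Glo luminescence, normalised to DMSO and no-cell wells; concentration-response curves classed.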
SW480 rerep: DNA re-replication induction in SW480 cells. AID 624297. 340,000 compounds, 1.8% hits. SW480 DNA re-replication, Hoechst DNA content imaging, 48 h. Potency, µM (titrated, usually from 46.1 µM), without a hit: at the highest dose re-replication activation, most hits filed as activators; note: potency is the fitted concentration of half-maximal effect; % of control where 0% means no effect; nearly all actives have a fitted effect of over 55% in size
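SW480 cells exposed to compounds for 48 hr at 37 C, 5% CO2, then Hoechst-stained 40 min. Nuclear DNA content imaged by fluorescence scanning (405 nm excitation, 500-530 nm emission); re-replication scored as increased high-intensity nuclei.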
KB-3-1 tox: kills parental KB-3-1 adenocarcinoma cells. KB-3-1 viability, CellTiter-Glo ATP luminescence, 72 h. Potency, µM (series often up to 46.1 µM), inactives show at the top dose activity change, negative = cytotoxic, most hits filed as cytotoxic. 400,000 compounds, 1.4% hits; note: potency is the fitted concentration of half-maximal effect; % is set by controls: 0 for no effect and ±100 for the full control effect; nearly all actives have a fitted effect of over 60% in size
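Cytotoxicity measured as CellTiter-Glo luminescence after 72 h at 37 C. Compound titrations were pinned onto drug-naive KB-3-1 parental adenocarcinoma cells grown in DMEM with 10% FBS, and normalized data fitted to concentration-response curves.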
KB-V1 MDR tox: KB-V1 MDR subline cytotoxicity | 400,000 compounds, 3.4% hits | KB-V1 MDR cells viability, CellTiter-Glo, 72 h | AID 1347076 | Potency, µM (top dose mostly 46.1 µM), inactives show at the top dose activity change, negative = cytotoxicity, actives largely listed as cytotoxic; note: potency is the fitted concentration of half-maximal effect; % is set by controls: 0 for no effect and ±100 for the full control effect; nearly all actives have a fitted effect of over 60% in size
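In this primary screen, KB-V1 cells overexpressing P-gp are incubated with library compounds (lowest to highest concentration) for 72 h at 37 degrees C before a luminescent ATP viability read.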
IL1B secr inh: inhibitors of inflammasome signaling (IL-1 beta secretion). THP-1 LPS/ATP IL-1B secretion, AlphaLISA, 16 h; stronger effect = lower value. activity change, % at 57.5 µM. 360,000 compounds, 4.7% hits. AID 743279; in the data active = activity change below about -50%; inconclusive = mostly about -30% to -49%; note: % is set by controls: 0 for no effect and ±100 for the full control effect
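THP-1 cells pretreated 1 hr with compounds (up to 57.5 uM final), then stimulated with LPS (250 ng/mL final) plus ATP (1.25 mM final); secreted IL-1B measured by AlphaLISA after 16 hr, decreased signal indicating inhibition.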
HT1080-NT tox: kills 2HG-producing HT-1080-NT fibrosarcoma cells; HT-1080-NT fibrosarcoma viability, CellTiter-Glo ATP luminescence, 48 h; Potency, µM (top dose mostly 46.1 µM), for inactives: top-dose activity, negative = less viability, most hits filed as cytotoxic; 360,000 compounds, 1.6% hits;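 note: NT is the 2HG producing partner of a matched IDH1 knockdown line; potency is the fitted concentration of half-maximal effect; 0% = DMSO-treated cells and -100% = media-only wells without cells; nearly all actives have a fitted effect of over 55% in size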
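Compounds were tested in concentration-response format on HT-1080-NT cells for 48 hours at 37 degrees C. Cell viability came from CellTiter-Glo luminescence; curves were classified by r2, response magnitude and activity.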
D3 ag: D3 dopamine receptor (human) agonism; D3R DiscoveRx beta-arrestin cells, luminescence, 90 min; max activation, %; 410,000 compounds, 0.58% hits; AID 652048; in the data active = max activation above about 30%; note: 0% is about no effect; mostly tested at two doses, the higher about 12 µM
Target sequence (P35462 whole entry, looked up): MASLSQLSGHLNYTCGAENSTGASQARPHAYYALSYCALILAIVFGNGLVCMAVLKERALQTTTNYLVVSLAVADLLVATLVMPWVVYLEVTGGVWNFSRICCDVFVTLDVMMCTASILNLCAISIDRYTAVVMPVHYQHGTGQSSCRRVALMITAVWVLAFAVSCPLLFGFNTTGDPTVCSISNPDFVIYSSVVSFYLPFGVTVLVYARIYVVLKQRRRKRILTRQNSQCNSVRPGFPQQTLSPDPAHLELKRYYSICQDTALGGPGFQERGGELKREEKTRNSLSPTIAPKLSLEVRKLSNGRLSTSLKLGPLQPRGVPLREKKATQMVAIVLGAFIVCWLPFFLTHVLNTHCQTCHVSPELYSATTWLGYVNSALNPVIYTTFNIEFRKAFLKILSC
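Agonist mode: compounds and dopamine controls were applied to plated cells for 90 min at 37 degrees C after an overnight attachment at 1500 cells/well. Luminescent read-out followed 30 - 60 minutes at room temperature with DiscoveRx detection reagent.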
GLP1R ag: GLP-1 receptor (human) agonism; 380,000 compounds, 0.007% hits; HEK293 GLP-1R CRE-luciferase, luminescence, 4-6 h; cells express a hypersensitive GLP-1R form; Potency, µM (series often up to 45.6 µM), inactives show at the highest dose activation, usual class: activators; note: potency is the fitted concentration of half-maximal effect; % of control where 0% means no effect
Target sequence (P43220 whole entry, looked up): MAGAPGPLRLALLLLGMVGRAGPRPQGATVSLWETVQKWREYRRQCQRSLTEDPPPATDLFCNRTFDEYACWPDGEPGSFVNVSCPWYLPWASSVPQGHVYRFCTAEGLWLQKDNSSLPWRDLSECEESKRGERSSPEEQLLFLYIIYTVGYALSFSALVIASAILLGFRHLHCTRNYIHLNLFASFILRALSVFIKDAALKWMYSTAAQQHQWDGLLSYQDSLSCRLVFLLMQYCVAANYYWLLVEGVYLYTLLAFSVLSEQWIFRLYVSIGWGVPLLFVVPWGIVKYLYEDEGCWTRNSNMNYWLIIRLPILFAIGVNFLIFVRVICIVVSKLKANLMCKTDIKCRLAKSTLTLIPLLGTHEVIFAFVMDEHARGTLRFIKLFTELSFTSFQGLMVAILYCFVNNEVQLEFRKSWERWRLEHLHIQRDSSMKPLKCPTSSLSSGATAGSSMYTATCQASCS
DRD3 antagonist: blocks the human D3 dopamine receptor. AID 652054. max response, negative = inhibition, %. D3R cells, DiscoveRx beta-arrestin luminescence, antagonist mode; stronger effect = lower value. 360,000 compounds, 2.5% hits; in the data active = max response below about -50%; inconclusive = no clear call, values can overlap the other calls; note: % is set by controls: 0 for no effect and ±100 for the full control effect; mostly tested at two doses, the higher about 12 µM
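Cells plated overnight at 1500 cells/well, then exposed to library compounds with dopamine controls for 90 minutes at 37 degrees C. DiscoveRx reagent added for 30–60 minutes at room temperature; luminescence read, quantitative HTS format.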
Numbers without * were called inactive; ? = inconclusive; . = no result given; & = joins results of further samples; ! = not active in a repeat; [ ] = remark or other dose. Unless noted, calls come from the whole dose curve; as a rule, active = well fitted curve in the direction sought with a large enough effect; inconclusive = small, poorly fitted or top-dose-only effect, or another doubt; inactive = no such curve, though single readings can be large; an effect the other way counts as inactive or inconclusive. The list is partial; the hit share may differ from the screen's.

SMILES | HT1080 IDH1KD tx | SW480 rerep | KB-3-1 tox | KB-V1 MDR tox | IL1B secr inh | HT1080-NT tox | D3 ag | GLP1R ag | DRD3 antagonist
COc1cccc(Oc2coc3cc(OC(=O)N(C)C)ccc3c2=O)c1 | -3% | 1% | -1% | 10% | -22 | 0% | -5 | -5% | -5
COc1ccc(-c2nn(CCC#N)cc2C(=O)NCc2ccccc2)cc1OC | 8% | -6% | 1% | ? | 8 | 6% | 7 | 7% | 8
COc1cc(C(=O)N/N=C/C23CC[C@@H](O)CC2(O)CC[C@@H]2[C@@H]3CCC3(C)C(C4=CC(=O)OC4)CCC23O)ccc1O (some centres undefined) | 23µM* | -12% | -28% | -12% | 25 | -27% | 9 | -8% | 2
CN(C)CC#CCC(O)(c1ccccc1)C1CCCC1 (centres undefined) | -10% | -6% | 0% | -13% | -18 | -11% | -11 | -11% | ?
O=C(COC(=O)Cc1ccccc1)NCCNC(=O)COC(=O)Cc1ccccc1 | 0% | -355%[inhibitor] | 6% | 24% | 12 | 3% | 11 | 13% | -6
CN=C(SCc1ccccc1)c1c(O)n(C)c(=O)n(C)c1=O | -2% | -1% | 17% | 2% | -2 | -8% | 4 | -1% | 8
COc1ccc(-n2c(O)c(C(C)=NCCCn3ccnc3)c(=O)[nH]c2=O)cc1 | -7% | 0% | -17% | -2% | -26 | -8% | -7 | -21% | ?
O=C(c1ccc(CS(=O)(=O)c2ccccc2)o1)N1CCC2(CC1)OCCO2 | 1% | -3% | 3% | 13µM* | -3 | 12% | 34* | -15% | 9
CCCc1nnc(NC(=O)CCC(=O)N2CCC3(CC2)OCCO3)s1 | 13% | 0% | 0% | 11% | 20 | ? | 0 | -2% | -3
O=C1NC(=S)NC(=O)C1c1ccccc1 | 8% | -7% | 3% | -11% | 17 | 17% | -10 | 5% | -12
Cc1nc2ccccn2c1P(=S)(N1CCCCC1)N1CCCCC1 | 4% | 0% | -17% | -21% | 0 | 13% | -2 | -3% | 12
NCCCCCC(=O)OC1N=C(c2ccccc2Cl)c2cc(Br)ccc2NC1=O (centres undefined) | -8% | -28% | -1% | -2% | -19 | -13% | -2 | -5% | -18
CNc1cc(Cl)c2nonc2c1[N+](=O)[O-] | 5.8µM* | -137%[inhibitor] | ? | ? | -105* | 3.3µM* | -19 | -11% | -109*
COc1ccc(C(O)P(=O)(Oc2ccccc2)Oc2ccccc2)cc1 (centres undefined) | -9% | 2% | -4% | -2% | -5 | -5% | -19 | 3% | 5
Oc1ccc2c3c1OC1c4[nH]c5ccccc5c4C[C@@]4(O)C(C2)N(CC2CC2)CC[C@]314 (some centres undefined) | ? | -17% | 0% | -22% | -64* | ? | 1 | 8% | 2
c1ccc(CCN2CCCCC2)nc1 | -2% | -9% | -4% | 0% | 23 | -1% | -1 | 0% | -22
CN1C(=O)NC(=O)/C(=C/c2ccc([N+](=O)[O-])s2)C1=O | -8% | ? | -21% | 14% | -18 | -25% | 4 | 0% | -19
CCC12CN3CCN(CC(C3)/C1=N\O)C2 | 21% | -1% | 15% | 20% | 13 | 23% | 1 | -7% | 2
COc1ccc2nc(NC3=NCCN3)sc2c1 | 3% | -7% | -11% | -3% | 13 | 1% | -2 | -16% | 9
COc1ccc(C(c2nnnn2-c2c(C)cccc2C)N2CCC3(CC2)C(=O)NCN3c2ccccc2)cc1 (centres undefined) | ? | . | ? | ? | -64* | 23µM* | -8 | -4% | -54*
Cn1c(O)c(N=Nc2cccc(S(=O)(=O)N3CCOCC3)c2)c(=O)n(C)c1=O | 4% | 4% | 17% | 0% | 49 | 5% | 2 | -5% | -3
CC(C)(C)C(=O)N1Cc2cc(-c3ccccc3)ccc2-n2nncc2C1 | 1% | . | 0% | -8% | 6 | -4% | 4 | -4% | 0
S=P(NCCNP(=S)(N1CC1)N1CC1)(N1CC1)N1CC1 | -3% | ? | -19% | -5% | 8 | -6% | 0 | 3% | -15
COC(=O)C1=C(c2ccc(-c3ccccc3)c(F)c2)C[C@@H]2CC[C@H]1N2C(=O)N1CCCC1 | -26% | -2% | 18µM* | ? | -69* | -19% | -4 | 1% | -2
C=CCN1C(=O)/C(=C/c2ccc3c(c2)CCCN3CCC)C(=O)NC1=S | -20% | 1% | ? | ? | -24 | 9% | 9 | 0% | -12
O=[N+]([O-])c1ccccc1CCl | 14% | -4% | 0% | -5% | -68* | -5% | 11 | -3% | -6
CC12Cc3cn[nH]c3C=C1CCC1C2CCC2(C)C1CCC2(C)O (centres undefined) | -17% | ? | 2% | ? | -91* | -10% | -2 | 7% | 14
C[C@@H]1CN([C@@H](C)CO)C(=O)CCCn2nncc2CO[C@H]1CN(C)C(=O)Oc1cccc2ccccc12 | -2% | . | 11% | 8% | 14 | 15% | -3 | 4% | -7
O=[N+]([O-])c1ccc(C(c2ccc([N+](=O)[O-])cc2)c2ccc([N+](=O)[O-])cc2)cc1 | ? | ? | ? | ? | -7 | ? | 6 | -1% | 4
CC(C)c1ccc(C2NCc3ccccc3-n3cccc32)cc1 (centres undefined) | 0% | -16% | 2% | -5% | -10 | -13% | -6 | -3% | ?
CCOC(=O)C1=C(Cc2ccc(Cl)cc2)C(=O)c2ccccc2C1=O | 10µM* | ? | 0% | ? | -89* | 11µM* | -20 | -11% | -76*
Cc1c(N=Nc2c(O)n(-c3ccc(Br)cc3)c(=O)[nH]c2=O)c(=O)n(-c2ccccc2)n1C | ? | 3% | 0% | ? | . | -21% | -18 | -2% | -14
O=C(Nc1ccc(Cl)cc1)Nc1ccc(Cl)c(Cl)c1 | ? | ? | ? | 21µM*! | -87* | ? | 13&2 | -4%&-3% | 12
Cc1cc(C)c(C(=O)CSc2n[nH]c(=O)n2C2CC2)cc1C | 32µM* | -3% | -2% | -25% | -7 | -16% | 1 | 6% | 12
C=CCn1c(O)c(C=Nc2ccc(OC)cc2C)c(=O)[nH]c1=O | -3% | ? | 0% | ? | -3 | 0% | 0 | -2% | -8
COc1ccc(C2SCC(=O)Nc3c2c(C)nn3C2CCOC(C)(C)C2)cc1 (centres undefined) | -3% | -3% | -14% | 0% | -6 | -4% | 25 | 9% | 10
O=[N+]([O-])c1cccc(CN2CCN(Cc3ccc(Br)cc3)CC2)c1 | -27% | -15% | ? | 0% | -25 | -22% | -7 | -5% | -102*
Cc1cc(OCC(=O)N2CCC(C(=O)NCC(C)C)CC2)c2c3c(c(=O)oc2c1)CCCC3 | 15% | 3% | -6% | -1% | 46 | 13% | 12 | 2% | 11
CC(C)c1ccc(N=Nc2c(O)[nH]c(=O)[nH]c2=O)cc1 | -1% | 6% | -4% | 4% | -8 | -1% | 6 | -3% | -18
COc1ccc(NC(=O)Nc2ccc3c(c2)C(=O)N([C@H](C)CO)C[C@H](C)[C@@H](CN(C)S(=O)(=O)c2ccc(OC)cc2)O3)cc1 | -5% | -5%[9.22 µM] | 0% | 5% | 21 | -13% | -13 | 2% | 2
COC(=O)C1=C(c2ccc(F)cc2F)C[C@@H]2CC[C@H]1N2C(=O)NC1Cc2ccccc2C1 | -11% | 13% | -7% | 4% | 2 | 3% | -17 | 2% | 0
Cc1ccccc1C1=NCC(=O)N(CC(=O)N2CCCCC2)c2sc(C)c(C)c21 | -6% | 1% | -23% | 0% | 25 | -3% | 0 | 4% | -6
CN(C)c1ccc(CN2CC=C(c3ccc(F)cc3)CC2)cc1 | ? | -1% | 0% | -12% | -19 | 7%[9.24 µM] | -60 | -11% | -88*
O=C1Nc2ccc(Br)cc2C(c2ccccc2)=NC1O (centres undefined) | 1% | -23% | 0% | -1% | 13 | 0% | 3 | 1% | -5
CCOC(=O)N(c1ccccc1)P1(=S)OCCO1 | 9% | -19% | 5% | 10% | -11 | 10% | 3 | 5% | -52*
CCCSP1(=S)NCCCO1 (centres undefined) | 9% | 2% | -11% | 0% | 0 | 1% | -11 | -10% | 19
COc1ccc(CN2Cc3cnnn3-c3ccccc3C2c2ccccc2)cc1 (centres undefined) | ? | ? | ? | ? | 6 | ? | -35 | 8% | -25
N=c1c2c(n(Cc3ccc(Cl)cc3Cl)c3c1CCC3)CCCC2 | 15µM* | ? | ? | 4% | -60* | 21µM* | -15 | -1% | ?

Some of the entries so far, as a markdown table:
| Structure | HT1080 IDH1KD tx | SW480 rerep | KB-3-1 tox | KB-V1 MDR tox | IL1B secr inh | HT1080-NT tox | D3 ag | GLP1R ag | DRD3 antagonist |
| --- | --- | --- | --- | --- | --- | --- | --- | --- | --- |
| O=C1Nc2ccc(Br)cc2C(c2ccccc2)=NC1O (centres undefined) | 1% | -23% | 0% | -1% | 13 | 0% | 3 | 1% | -5 |
| COC(=O)C1=C(c2ccc(F)cc2F)C[C@@H]2CC[C@H]1N2C(=O)NC1Cc2ccccc2C1 | -11% | 13% | -7% | 4% | 2 | 3% | -17 | 2% | 0 |

Next section.
SMILES | HT1080 IDH1KD tx | SW480 rerep | KB-3-1 tox | KB-V1 MDR tox | IL1B secr inh | HT1080-NT tox | D3 ag | GLP1R ag | DRD3 antagonist
CC1CN=C(NCc2ccccc2Cl)S1 (centres undefined) | 2% | -2% | 24% | 0% | -6 | 1% | -4 | 11% | 5
OC1(c2ccccc2F)CC2CCC(C1)N2CCN1CCOCC1 (centres undefined) | ? | 8% | -8% | 0% | -19 | -12% | -14 | -7% | -13
CCN1C[C@]2(CO)CC[C@H](OC)[C@@]34C5C[C@H]6[C@H](OC)C5[C@](O)(C[C@H]6OC)[C@@](O)(C(OC)C23)[C@@H]14 (some centres undefined) | 2% | -2% | 0% | 13% | -14 | 7% | 7 | -4% | 43
CC(C)c1ccc(N=Cc2c(O)n(C3CC3)c(=S)[nH]c2=O)cc1 | 1% | -22% | -5% | 0% | -2 | -5% | -7 | -3% | -3
O=C1NC(=O)C(C/C=C/c2ccccc2)C(=O)N1 | 14% | -3% | 0% | 2% | 22 | 22% | -1 | -18% | 14
